hcDAF-12 act – H. contortus DAF-12 nuclear receptor activators, primary screen, cell-based, luminescence, HEK293, lit1-tk-luc reporter; HEK293 hcDAF-12 lit1-tk-luc reporter; 0% DMSO, 100% Δ7-dafachronic acid; 370,000 compounds, 1.4% hits; AID 652067, 2013; activation, % at 6.8 µM;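 active = activation above the mean of all tested compounds plus 3 SD, cut at about 5.5% in these data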;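 note: 100% = response to 3 µM Δ7-dafachronic acid high control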
SMARCA2 activ – SMARCA2 (BRM) function activators, primary screen, cell-based, luminescence, high throughput; MG213 cells, MMTV-luciferase reporter, dexamethasone, overnight; activation, % at 9.1 µM; 370,000 compounds, 1% hits; AID 652017, 2013; in the data active = activation above about 7.8%;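 note: 0% = vehicle wells and 100% = reference activator wells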
GC-A act – GC-A stimulated cGMP production enhancers – HEK293 GC-A cells, cGMP TR-FRET, EC30 ANP, primary screen; activation, % at 10 µM; Atrial natriuretic peptide receptor 1 (Homo sapiens), P16066; 370,000 compounds, 0.14% hits; AID 1671463, 2021; 0% at EC30 ANP, 100% saturating ANP; in the data active = activation above about 40%
NPR2 activator – human GC-B receptor activators, primary screen, HEK293 GC-B cells, cGMP TR-FRET, EC30 CNP. 0% at EC30 CNP, 100% saturating CNP. activation, % at 10 µM. AID 1920062, 2024. 370,000 compounds, 0.11% hits. Atrial natriuretic peptide receptor 2 (Homo sapiens), P20594;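 active = activation at 10 µM reaching about 35% in either raw or pattern-adjusted values, limit read from the data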
ssDAF12 agonist – S. stercoralis DAF-12 nuclear receptor activators, primary screen, cell-based, luminescence, HEK293, GRIP1 co-expression, lit1-tk-luc | HEK293 ssDAF-12/GRIP1 lit1-tk-luc reporter; % of 3 µM dafachronic acid response | activation, % at 6.8 µM | AID 652126, 2013 | Nuclear hormone receptor DAF-12 (Strongyloides stercoralis) | 370,000 compounds, 1% hits;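 active = activation above the mean over all tested compounds plus 3 SD, cut at about 0.9% in these data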;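 note: 0% = DMSO-only wells and 100% = 3 µM delta7-dafachronic acid wells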
DAX1 inh-1 – DAX1 (NR0B1) inhibitors, primary screen, cell-based, HEK293, Gal4-DAX1, luciferase luminescence; inhibition, % at 6.75 µM; AID 504766, 2011; HEK293 Gal4-DAX1 luciferase reporter; 340,000 compounds, 0.99% hits;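 active = inhibition above the mean over all tested compounds plus 3 SD, cut at about 4.2% in these data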;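 note: 0% = DAX1-transfected cells with DMSO and 100% = empty-vector control cells with DMSO; inhibition shows as a rise in luminescence from relieved DAX1 repression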
Target sequence (P51843 207-470 limits assumed): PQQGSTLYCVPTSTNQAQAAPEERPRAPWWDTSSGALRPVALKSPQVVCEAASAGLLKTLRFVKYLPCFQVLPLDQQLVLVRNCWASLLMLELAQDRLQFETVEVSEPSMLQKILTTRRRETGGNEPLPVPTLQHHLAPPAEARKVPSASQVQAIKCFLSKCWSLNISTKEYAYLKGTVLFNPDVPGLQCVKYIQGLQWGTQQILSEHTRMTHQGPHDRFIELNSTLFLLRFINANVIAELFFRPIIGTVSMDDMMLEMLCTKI
hgDAF12 agonist – H. glycines DAF-12 receptor agonists, primary screen, cell-based, luminescence, HEK293, GAL4 fusion, UAS-luciferase. Nuclear hormone receptor DAF-12 (Heterodera glycines), GAL4 fusion. HEK293 GAL4-hgDAF12 UAS-luciferase reporter, agonist luminescence; normalized to butyrate control. activation, % at 6.8 µM. 370,000 compounds, 1.8% hits;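 active = activation above a cutoff set at the mean of all screened compounds plus 3 SD, cut at about 10% in these data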;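 note: 0% = DMSO wells and 100% = sodium butyrate wells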
GAA850 FXN act – FXN promoter activators, primary screen, cell-based, luciferase luminescence, HEK293 lucGAA850 | HEK293 lucGAA850 FXN promoter luciferase reporter, 24 h; percent of 10 µM SAHA response | activation, % at 6 µM | 360,000 compounds, 0.56% hits | AID 540364, 2011;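 active = activation above the average of all compounds screened plus 3 SD, cutoff fixed separately per campaign, cut at about 7.5% in these data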;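 note: 0% = DMSO wells and 100% = 10 µM SAHA wells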
ADAM10 inh – human ADAM10 inhibitors, primary screen, biochemical, QFRET, HTS | recombinant ADAM10, EDANS/DABCYL FRET peptide cleavage, 3 h | inhibition, % at 7 µM | 370,000 compounds, 0.62% hits;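 active = inhibition above a per-campaign cutoff equal to the mean of compounds falling between control-based bounds plus 3 SD, cut at about 20% in these data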;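 note: 0% = DMSO wells while the 100% control is not disclosed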
HGIII-sPLA2 inh – human group III sPLA2 inhibitors, primary screen, biochemical, QFRET, BODIPY PC-A2 liposome substrate; Group 3 secretory phospholipase A2 (Homo sapiens), Q9NZ20; QFRET BODIPY PC-A2 liposome hydrolysis, fluorescence; inhibition, % at 12.2 µM; 370,000 compounds, 0.56% hits;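 active = inhibition above mean plus 3 SD of compounds lying within the high and low control bounds, cut at about 19% in these data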;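 note: 0% = median of test compound wells and 100% = no enzyme DMSO wells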
Target sequence (Q9NZ20 whole entry, looked up): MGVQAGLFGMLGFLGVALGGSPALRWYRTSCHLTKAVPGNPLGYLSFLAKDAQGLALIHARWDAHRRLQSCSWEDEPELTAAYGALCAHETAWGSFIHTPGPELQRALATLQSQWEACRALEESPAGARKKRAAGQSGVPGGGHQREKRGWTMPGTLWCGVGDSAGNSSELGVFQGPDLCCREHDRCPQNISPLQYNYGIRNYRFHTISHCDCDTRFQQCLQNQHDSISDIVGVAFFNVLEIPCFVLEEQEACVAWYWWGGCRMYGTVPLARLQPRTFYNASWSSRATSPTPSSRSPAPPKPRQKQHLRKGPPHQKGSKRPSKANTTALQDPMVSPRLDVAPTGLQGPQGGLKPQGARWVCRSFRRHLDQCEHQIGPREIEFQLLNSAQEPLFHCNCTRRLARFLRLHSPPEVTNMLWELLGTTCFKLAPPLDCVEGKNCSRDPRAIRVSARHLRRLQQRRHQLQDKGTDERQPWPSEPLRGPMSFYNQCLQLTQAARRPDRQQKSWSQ
DAX1 inh-2 – DAX1 (NR0B1) inhibitors on StAR promoter, primary screen, cell-based, luminescence, SF-1 (NR5A1), full-length DAX-1 | HEK293T StAR-luciferase reporter, SF-1/DAX-1 repression relief | inhibition, % at 6.8 µM | 370,000 compounds, 1.1% hits | AID 652010, 2013;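 active = inhibition above the mean over all tested compounds plus 3 SD, cut at about 3.6% in these data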;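 note: 0% = DAX-1 cells with DMSO and 100% = cells lacking DAX-1 with DMSO; higher inhibition means more luminescence from relief of DAX-1 repression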
* = called active by the depositor; i = inactive; / = not tested or not shown. This is a random part of the collection; overall some 6.6% were active at least once.

SMILES	hcDAF-12 act	SMARCA2 activ	GC-A act	NPR2 activator	ssDAF12 agonist	DAX1 inh-1	hgDAF12 agonist	GAA850 FXN act	ADAM10 inh	HGIII-sPLA2 inh	DAX1 inh-2
NS(=O)(=O)c1cccc(NC(=O)COC(=O)CCSc2ccccc2)c1	-1.6	3	-1	2	-1.2	-0.1	0.9	1.9	0	-11	-0.1
Cc1ccc(S(=O)(=O)N(Cc2cc3ccccc3[nH]c2=O)CC2CCCO2)cc1 (stereo not given)	-2.1	0	0	5	-1.5	0.1	-2.6	-0.1	-28	-9	-0.2
CN(C)c1nc(Oc2ccc(=O)[nH]n2)nc(N2CCCCC2)n1	1.8	0	-1	0	-0.3	-1.4	0.2	-1.3	-4	6	-0.1
CSc1ncc(Sc2ccccc2)c(C(=O)O)n1	2.1	1	-5	-1	-0.5	0.9	-1.6	0.2	0	2	-0.3
COC(=O)CC(NC(=O)c1ccc(C)cc1)c1ccccc1 (stereo not given)	0.1	0	0	-1	-0.9	0.3	3.6	2.0	1	3	0.3
O=C(c1ccc(Cl)cc1)c1ccc(Oc2cc(NN3CCCCC3)c([N+](=O)[O-])cc2[N+](=O)[O-])cc1	-1.4	2	8	2	-0.8	0.6	0.1	-1.2	0	6	-0.2
Cc1c(N2C(=O)c3ccc(Br)cc3C2=O)c(=O)n(-c2ccccc2)n1C	-1.2	-5	-2	4	-1.1	5.4*	-2.4	-0.4	-1	9	-0.4
Cc1ccc(C)c(OCC(=O)O/N=C(\N)c2cccc([N+](=O)[O-])c2)c1	-1.1	-5	1	-9	-1.7	3.5	-0.5	0.3	14	9	0.3
COC(=O)N/N=C/c1cn(Cc2ccc(F)cc2)c2ccccc12	-0.3	-3	-1	-4	-0.5	-1.1	1.0	-1.0	-1	-4	-1.0
COC(=O)C1=C(C)C(c2cccs2)NC(=O)N1C (stereo not given)	1.2	1	0	2	-1.6	-0.5	-2.1	-1.1	6	1	0.4
CCC(CC)COC(=O)C1=C(C)NC(=O)NC1c1cccc([N+](=O)[O-])c1 (stereo not given)	-3.5	-4	-5	-5	-1.3	-1.7	-2.2	2.2	6	-5	-0.7
O=C(NCc1cccs1)C1CCCN(S(=O)(=O)c2cccc3ccccc23)C1 (stereo not given)	1.3	-4	-1	-3	-1.8	/	-1.8	/	16	-11	-0.3
COc1ccc(NC(=O)N(C)C[C@H]2Oc3ccc(NC(=O)C4CC4)cc3C(=O)N([C@H](C)CO)C[C@@H]2C)cc1	-0.5	0	3	-8	-1.1	0.0	-0.3	-2.4	-5	0	-0.6
Cn1cc([N+](=O)[O-])c(C(=O)Nc2nccs2)n1	-3.2	-2	0	3	-1.9	-2.2	-4.3	3.0	8	5	-0.7
COC(=O)c1ccccc1NC(=O)c1ccc2c(c1)CC(C)O2 (stereo not given)	1.0	1	0	0	-0.5	-0.5	7.4	1.0	1	1	-0.4
Cc1c(CC(=O)O)c(=O)oc2c(C)c(OCc3c(F)cccc3Cl)ccc12	-1.9	-3	4	-5	-1.0	2.8	-1.1	0.4	-44	14	-0.1
CCCCOc1ccc(C(=O)OCC(=O)N2CCOCC2)cc1	-2.4	-1	4	-3	-1.2	-0.2	2.0	0.4	8	2	-0.3
COc1ccc(OC)c(S(=O)(=O)N2CCC(C(=O)NCc3cccnc3)CC2)c1	0.3	-3	-1	-2	-1.2	-0.2	0.0	0.7	-6	-1	0.1
COc1ccc(Nc2cc(C)c3ccc(O)cc3n2)cc1	0.9	5	-3	-7	-1.1	0.7	4.7	-2.0	-10	-39	0.1
Cc1ccc(C2SCC(=O)N2Cc2cn3ccsc3n2)o1 (stereo not given)	0.9	0	-2	-10	-1.1	1.1	-0.3	-1.6	1	3	-0.1
Cc1ccc(S(=O)(=O)NCCN2CCOCC2)cc1C	3.8	0	-6	-2	-1.2	0.3	0.3	-0.8	1	-5	-0.6
CC1CCCCC1NC(=O)CSc1nnc(COc2ccc(Cl)cc2)o1 (stereo not given)	0.8	-3	3	-3	-0.6	1.3	-0.4	1.0	-12	5	0.5
COC(=O)CCC/C=C1/SCC(NC(=O)c2ccccc2)C1=O (stereo not given)	-1.9	-1	1	1	-1.3	0.4	-3.0	-1.4	1	-4	-0.1
CCOC(=O)c1cc(=O)n(Cc2ccccc2C)c2ccccc12	-2.1	-1	-1	3	-1.9	0.0	-2.6	4.1	-45	1	-0.3
C=CCn1c(SCC(=O)c2[nH]c(C)c(C(=O)OCC)c2C)nc2scc(-c3ccc(OC)cc3)c2c1=O	1.1	-5	3	6	-1.4	0.0	0.9	1.3	4	-4	-0.3
COc1ccc(-c2nn(C)c(=O)c3ccccc23)cc1CNC(=O)c1ccco1	-1.4	-1	7	3	-1.2	1.3	-1.0	-0.4	-5	3	-0.6
O=S1(=O)NC(c2ccccc2)CC(CC2CCCCC2)O1 (stereo not given)	-1.9	0	1	6	-1.4	1.2	0.9	1.4	1	-9	0.0
CCOC(=O)C1=CCN(S(=O)(=O)c2ccccc2Br)C1c1cccc(F)c1 (stereo not given)	-1.4	-3	-9	-2	-1.3	/	-2.4	/	7	-7	-0.5
CCOC(=O)C(=CNc1cccnc1Oc1ccc(C)c2c1CCC2)C(=O)OCC	-0.8	6	-1	3	-1.3	0.2	-1.8	-0.6	-2	4	-0.2
CC1CC(NC(=O)CCn2c(=O)oc3ccccc32)CC(C)(C)C1 (stereo not given)	0.5	0	-2	-3	-0.8	0.9	-2.0	3.0	6	-3	-0.6
COC(=O)c1nn(-c2nc(-c3ccc(OC)c(OC)c3)cc(C(F)(F)F)n2)cc1[N+](=O)[O-]	0.1	-1	-3	3	-1.0	-1.2	-1.1	0.2	7	1	0.4
Oc1ccc(Br)cc1-c1cc(-c2ccco2)[nH]n1	2.9	-1	0	-10	-0.1	0.4	5.5	0.7	17	-14	0.5
Nc1nc(-c2ccco2)cs1	-0.4	1	-3	-2	-0.3	1.0	0.0	-0.1	-19	1	0.2
O=C(NC(=S)Nc1ccc(Cl)cc1)c1ccccc1	8.0*	7	13	-6	-0.6	1.1	13*	1.9	5	11	0.9
CCCCn1c(N)c(N(CCOC)C(=O)c2cc(-c3ccccc3Cl)nc3ccccc23)c(=O)[nH]c1=O	-0.1	-2	0	-3	-0.6	0.6	-4.5	0.1	-26	2	-2.0
COC(=O)NC1(C(F)(F)F)C(=O)NC(C)=C1C(=O)OC (stereo not given)	-1.9	0	6	7	-0.5	0.4	-1.9	-2.0	1	4	-0.6
COc1ccc(C2C(C#N)=C(C)NC3=C2C(=O)CC(C)(C)C3)cc1 (stereo not given)	-1.6	0	-1	-1	-1.4	-0.2	-0.1	0.2	i	-6	-0.3
C[C@H](CO)N1C[C@H](C)[C@H](CN(C)C(=O)Nc2ccc(F)cc2)Oc2ncc(Br)cc2C1=O	0.2	5	2	-6	-0.4	/	-2.1	/	-2	-3	-0.6
COc1cc(NC(=O)CC(C)S(=O)(=O)c2cc3c(cc2C)NC(=O)CO3)cc(OC)c1OC (stereo not given)	2.1	-3	-1	0	-1.1	3.0	0.5	-0.1	-2	9	-0.4
O=C(Cn1cnc2c(oc3nc4c(cc32)CCCC4)c1=O)Nc1ccccc1	-1.2	-3	2	2	0.3	0.1	2.9	0.1	-2	3	-0.1
CC(C)(C)c1[nH]nc2c1C(c1ccoc1)C(C#N)=C(N)O2 (stereo not given)	-0.9	1	0	8	-1.1	-0.2	-0.9	-1.5	-6	-3	-0.3
FC(F)(F)c1cc(Oc2ccc(Cl)cc2)nc(-c2ccccn2)n1	-1.4	-1	0	-2	-1.6	-0.1	-2.4	-2.1	-7	-5	-0.2
CC(=O)n1cc(N(C(=O)CCl)c2ccccc2)c2ccccc21	-0.4	-8	-40	-10	-1.4	-4.5	-3.5	-10	-13	6	-2.1
CC(=O)N(CCc1ccccc1)c1ccc2c(c1)C1CC2CCN1C(=O)OCc1ccccc1 (stereo not given)	-2.9	-5	-7	-8	-1.8	-1.2	-5.5	1.9	-6	-7	-3.6
O=C(COC(=O)c1ccccc1F)NCc1ccc2c(c1)OCO2	0.7	-3	0	2	-1.4	0.0	-1.4	0.7	-21	10	3.2
COc1ccc(NC(=O)CCC(=O)OC(C(=O)c2ccccc2)c2ccccc2)cc1 (stereo not given)	-1.7	-2	-1	1	-1.9	2.0	-2.2	1.3	-9	10	0.0
CN1C(=O)N(C)C2(c3ccccc3)NNC(N)=NC12c1ccccc1 (stereo not given)	0.3	-1	3	2	0.1	/	0.2	0.9	3	-3	-0.4
Cc1cc2cc(CCNC(=O)c3ccc(S(=O)(=O)N4CCCC4)cc3)c(=O)[nH]c2cc1C	-3.0	0	0	13	-1.4	-0.8	-2.7	-3.1	-4	-19	-0.4
Cc1ccc(CNC(=O)C2CC3Cn4c(nc5cc(Cl)c(Cl)cc54)C3N2C)o1 (stereo not given)	-0.8	3	2	5	-1.2	-0.5	-1.1	-0.3	-1	-5	-0.1
CCCCCCN1C[C@H](n2cc(-c3ccc(F)cc3)nn2)[C@@H](O)C[C@@H]1c1ccc(OC)cc1	-1.1	3	5	0	-0.8	1.1	-0.4	-0.2	-2	-2	-0.2
O=C(O)[C@H]1CCC(=O)N1Cc1ccco1	0.2	-3	7	4	-1.1	0.3	2.6	-1.4	5	-1	0.2
O=C(CSc1ccccc1)Nc1ccc2c(c1)OCCO2	5.5	2	1	3	1.0*	2.9	15*	4.6	-12	3	11*
O=C(O)c1ccc2c(c1)CCCN2	-1.5	-1	-1	-5	-0.5	/	-0.9	0.8	-5	11	0.3

Reformatted: entries from further up.
CC(=O)N(CCc1ccccc1)c1ccc2c(c1)C1CC2CCN1C(=O)OCc1ccccc1 (stereo not given)
  hcDAF-12 act: -2.9
  SMARCA2 activ: -5
  GC-A act: -7
  NPR2 activator: -8
  ssDAF12 agonist: -1.8
  DAX1 inh-1: -1.2
  hgDAF12 agonist: -5.5
  GAA850 FXN act: 1.9
  ADAM10 inh: -6
  HGIII-sPLA2 inh: -7
  DAX1 inh-2: -3.6
O=C(COC(=O)c1ccccc1F)NCc1ccc2c(c1)OCO2
  hcDAF-12 act: 0.7
  SMARCA2 activ: -3
  GC-A act: 0
  NPR2 activator: 2
  ssDAF12 agonist: -1.4
  DAX1 inh-1: 0.0
  hgDAF12 agonist: -1.4
  GAA850 FXN act: 0.7
  ADAM10 inh: -21
  HGIII-sPLA2 inh: 10
  DAX1 inh-2: 3.2

Assay outcomes from PubChem.
